Source: PubChem
JMJD2E inh: JMJD2E (human) inhibition. AID 2147. JMJD2E catalytic domain, FDH-coupled NADH fluorescence (FDH is formaldehyde dehydrogenase). Potency, µM (series often up to 57.1 µM), for inactives: at the top dose activity change, negative = inhibition, hits mostly inhibitors. B2RXH2. hit rate 1.6% among 230,000; active = well fitted inhibition curve with a large enough effect, not every such curve was filed as active; inconclusive = small, poorly fitted or top-dose-only effect, or another doubt; inactive = no such curve, though single readings can be large or run the other way;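 also: 0% = wells with enzyme and -100% = buffer wells without enzyme; nearly all actives have a fitted effect of over 50% in size; many of its hits are not listed in these tables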
Target sequence (B2RXH2 1-337 limits assumed): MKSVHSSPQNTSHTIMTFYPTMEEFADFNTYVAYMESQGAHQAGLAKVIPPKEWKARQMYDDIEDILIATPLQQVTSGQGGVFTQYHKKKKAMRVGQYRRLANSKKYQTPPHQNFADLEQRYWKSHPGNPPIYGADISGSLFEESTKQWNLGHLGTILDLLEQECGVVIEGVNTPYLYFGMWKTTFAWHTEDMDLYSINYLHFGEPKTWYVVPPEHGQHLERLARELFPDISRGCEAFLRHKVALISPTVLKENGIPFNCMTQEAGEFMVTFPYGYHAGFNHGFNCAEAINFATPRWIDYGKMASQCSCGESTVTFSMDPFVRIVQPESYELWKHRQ
SMN2 splice up: enhancers of SMN2 splice variant expression. hit rate 2.8% among 210,000. HEK293 SMN2-luciferase splicing reporter, luminescence, 30-36 h. Potency, µM (top dose mostly 46.1 µM), without a hit: at the top dose activity change, positive = activation, actives largely listed as activators. AID 1458; also: % of control where 0% means no effect; nearly all actives have a fitted effect of over 55% in size
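HEK293 cells carry an SMN2 minigene-luciferase reporter in which exon 7 inclusion puts luciferase in frame. Cells were seeded at 2000 cells/well, attached for 10-12 hours, then exposed to compounds for 30-36 hours at 37C before ONE-Glo luminescence.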
HttQ103 aggreg: inhibitors of mutant huntingtin aggregate formation in PC12 cells. Potency, µM (top dose mostly 46.1 µM), for inactives: at the highest dose activity change, negative = inhibition, most hits filed as inhibitors. PC12 HttQ103-GFP aggregates, Acumen cytometry, 40 h. hit rate 1.1% among 220,000; also: % is scaled to controls: 0 for no effect and ±100 for the full control effect; nearly all actives have a fitted effect of over 60% in size
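PC12 cells with ecdysone-inducible HTT exon1 Q103-GFP, induced by 100 nM tebufenozide, given compounds in a concentration series. GFP aggregates (1–25 um, 6 SD above background) counted in lysates by laser-scanning cytometry, 488 nm excitation.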
Tau ThT inhib: blocks human tau fibril formation measured by thioflavin T; P10636; recombinant tau K18 P301L, heparin-induced fibrillization, ThT fluorescence; Potency, µM (top dose mostly 57.4 µM), inactives show top-dose activity, negative = inhibition, most hits filed as inhibitors; hit rate 2.1% among 270,000; also: % is scaled to controls: 0 for no effect and ±100 for the full control effect; nearly all actives have a fitted effect of over 55% in size
Target sequence (P10636 561-689 P618L limits assumed): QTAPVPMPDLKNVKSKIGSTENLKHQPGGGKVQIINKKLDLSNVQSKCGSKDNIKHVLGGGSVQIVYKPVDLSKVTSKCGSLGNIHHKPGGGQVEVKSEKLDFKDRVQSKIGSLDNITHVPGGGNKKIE
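Heparin-induced fibrillization of the P301L-mutant K18 repeat-domain fragment of human tau was followed by ThT binding in quantitative high-throughput format.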
ALDH1A1 inh: blocks purified human ALDH1A1 activity; hit rate 7.3% among 220,000; P00352; Potency, µM (top dose mostly 75.3 µM), inactives show at the top dose activity, negative = inhibition, usual class: inhibitors; Purified ALDH1A1, NADH fluorescence, propionaldehyde substrate; active = well fitted inhibition curve with a large enough effect, not every such curve was filed as active; inconclusive = small, poorly fitted or top-dose-only effect, or another doubt; inactive = no such curve, though single readings can be large or run the other way;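 also: plate controls were no enzyme wells and a reference inhibitor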
Target sequence (P00352 whole entry, looked up): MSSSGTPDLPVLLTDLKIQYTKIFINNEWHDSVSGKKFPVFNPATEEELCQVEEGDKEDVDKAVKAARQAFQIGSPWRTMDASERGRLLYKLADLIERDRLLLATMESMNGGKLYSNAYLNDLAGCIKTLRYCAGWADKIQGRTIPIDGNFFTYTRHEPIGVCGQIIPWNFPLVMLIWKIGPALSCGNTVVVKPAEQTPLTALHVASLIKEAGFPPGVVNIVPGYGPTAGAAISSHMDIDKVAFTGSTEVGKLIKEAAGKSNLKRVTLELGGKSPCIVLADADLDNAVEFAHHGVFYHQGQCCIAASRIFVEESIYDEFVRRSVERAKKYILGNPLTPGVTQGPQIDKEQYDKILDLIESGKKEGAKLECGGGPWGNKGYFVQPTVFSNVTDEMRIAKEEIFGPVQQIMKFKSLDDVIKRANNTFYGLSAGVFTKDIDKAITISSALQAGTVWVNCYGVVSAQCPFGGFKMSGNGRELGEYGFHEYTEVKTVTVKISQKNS
Tau fluor cs: counter-screen for tau fibril formation inhibitors; tau K18 P301L (four-repeat tau fragment) Alexa594 fluorescence, heparin fibrillization; Potency, µM (titrated, usually from 57.7 µM), for the others: at the top dose activity change, negative = decrease; hit rate 0.93% among 280,000; AID 1463; also: % is scaled to controls: 0 for no effect and ±100 for the full control effect; nearly all actives have a fitted effect of over 55% in size
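Human K18 P301L tau (15 uM unlabeled plus 0.24 uM Alexa 594-labeled, final) in 100 mM sodium acetate pH 7 was mixed with compound and 20 uM heparin and incubated 6 hr at 37 C.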
Tau fibril FP: inhibitors of human tau fibril formation. Potency, µM (top dose mostly 57.7 µM), inactives show at the top dose activity, negative = inhibition, usual class: inhibitors. hit rate 0.39% among 280,000. K18 P301L tau heparin fibrillization, Alexa594 FP, 6 h; also: % is scaled to controls: 0 for no effect and ±100 for the full control effect; nearly all actives have a fitted effect of over 55% in size
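K18 P301L tau (15 uM unlabeled/0.24 uM Alexa 594-labeled, final) + compound + heparin 20 uM final; 100 mM NaOAc pH 7; 6 hr 37 C; ThT 30 uM final added, 1 hr RT; FP ex 555/em 632 nm.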
HTT cytoprotect: Huntington cell model cytoprotection by ATP luminescence | PC12 HTT-Q103 induced, cytoprotection, ATP luminescence, 40 h | Potency, µM (top dose mostly 56.4 µM), inactives show cytoprotection (ATP increase), usual class: activators | hit rate 0.14% among 230,000 | AID 1471;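 also: % of control where 0% means no effect; nearly all actives have a fitted effect of over 45% in size; toxic huntingtin expression switched on by the ecdysone agonist tebufenozide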
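Readout: ATPlite luminescence (ATP level). Model: stable PC12, inducible Htt exon1 Q103-GFP. Inducer: tebufenozide, 100 nM final. Compounds: dose series. No G418 in medium.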
Starred values were filed as active, the others as inactive; ? = inconclusive; nt = no result given; & = joins results of further samples; [ ] = another dose, or the depositor's remark. Unless noted, calls follow the shape of the dose curve; as a rule, active = well fitted curve in the direction sought with a large enough effect; inconclusive = small, poorly fitted or top-dose-only effect, or another doubt; inactive = no such curve, though single readings can be large; an effect the other way counts as inactive or inconclusive. Potency is read from the fitted curve at half-maximal effect. This is a subset (hit frequency here may not be typical).

SMILES | JMJD2E inh | SMN2 splice up | HttQ103 aggreg | Tau ThT inhib | ALDH1A1 inh | Tau fluor cs | Tau fibril FP | HTT cytoprotect
O=C(CN1CCN(Cc2ccc(Cl)cc2)C1=O)NCCCN1CCN(c2ccc(F)cc2)CC1 | -3% | -60%[inhibitor] | 11%[1.84 µM] | -17% | 0% | -13% | ? | 5%
CC(C)COc1ccc(C(=O)Nc2ccc([N+](=O)[O-])cc2)cc1 | -8% | -1% | 12%[9.22 µM] | ? | 1% | -5% | -7% | -32%[inhibitor][1.9 µM]
O=C1c2cccc3cccc(c23)C(=O)N1CCCCCc1n[nH]c(=S)o1 | ? | nt | 9% | -12% | ? | -4% | 0% | -49%[inhibitor]
COC(=O)c1sccc1NC(=S)N1CCCC(C)C1 (stereo unspecified) | -4% | 26% | -1% | -17% | ? | -16% | 5% | -11%
COC(=O)c1ccc(OC)c(Cn2c(=O)n(-c3ccc(C)cc3)c(=O)c3c2cnn3C)c1 | nt | -2% | nt | -6% | nt | -18% | ? | nt
CCOC(=O)C1CCCN(Cc2c(Cl)cccc2Cl)C1 (stereo unspecified) | ? | 15% | 13% | -8% | ? | -5% | -3% | 1%
CCOc1cc(C(=O)NCC(C)CN(C)C)cc(OCC)c1OCC (stereo unspecified) | -5% | -3% | 8% | 3% | 3% | 1% | 4% | 2%
CN(Cc1ccccc1)c1ncc(C=O)s1 | ? | nt | -20% | 1% | 7.1µM* | -5% | -4% | -10%
Cc1cccc(/C(N)=N/OC(=O)N2c3ccccc3Sc3ccccc32)c1 | 14% | -6% | -15% | ? | -6% | ? | 7% | -21%
CCn1c(=O)cc(OCC(=O)Nc2cc(Cl)c(OC)cc2OC)c2ccccc21 | nt | 7% | nt | -17% | nt | -22% | 0% | nt
CCn1cc(C(=O)NCc2ccccc2Cl)c(=O)c2cc(S(=O)(=O)N3CCOCC3)ccc21 | nt | 8% | nt | 1% | nt | -19% | 5% | nt
CCN1C=C(Cc2ccc(F)cc2)C2=C(C1)C(c1ccc(F)cc1)C(C#N)=C(N)O2 (stereo unspecified) | ? | -9% | 13% | ? | -4% | -24% | -11% | 3%
CCOC(=O)c1sc(NC(=O)c2cc(-c3ccccc3C)nc3ccccc23)c(C#N)c1C | ? | -72%[inhibitor] | 5.6µM* | ? | 8.9µM* | ? | -7% | 34%
CCOC(=O)c1c(C)[nH]c(C(=O)COC(=O)/C=C/c2ccc(O)c(OC)c2)c1C | 7% | -44%[inhibitor] | 1% | -3% | ? | -6% | 5% | nt
C/C(=C1/SC(N2CC(C)OC(C)C2)=NC1=O)c1ccccc1 (stereo unspecified) | 1% | 1% | 5% | -10% | -2% | -9% | 3% | -33%
C/C(=N\OC(=O)c1ccc(F)cc1)c1nccs1 | 4% | -6% | 1% | -3% | 2% | -3% | 7% | 15%
CC(c1ccccc1F)n1cc(C(=O)NCCCc2nc3ccccc3[nH]2)nn1 (stereo unspecified) | 6% | -12% | 13%[9.22 µM] | -6% | 5% | 4% | 5% | 27%[10 µM]
CC(C)=C1C2CCC1C1C(=O)N(NC(=O)c3ccco3)C(=O)C21 (stereo unspecified) | 0% | -8% | 2% | 6% | -5% | 8% | -4% | nt
Nc1ncnc2nc(Sc3ccc(Cl)cc3)[nH]c12 | 2% | -27% | -30% | -3% | 5% | 0% | -7% | -27%
COC(C(=O)Nc1ccc(F)cc1F)c1ccccc1 (stereo unspecified) | 1% | -19% | -9% | -10% | -7% | -8% | -1% | -7%
COc1cc(NC(=O)c2cccnc2SC)cc(OC)c1OC | 2% | 12% | 27% | -7% | -4% | 0% | 5% | 19%[10 µM]
CCc1ccc(NC(=O)C(Cc2ccccc2)NS(=O)(=O)c2ccc3c(c2)CCN3C(C)=O)cc1 (stereo unspecified) | nt | -17% | nt | -3% | nt | -19% | -1% | nt
COc1ccc(C2=NN3C(=O)c4c(ccc(OC)c4OC)C3C2)cc1 (stereo unspecified) | 0% | -17% | ? | ? | ? | -7% | 6% | ?
Nc1nn(-c2ccccc2)nc1C(=O)OCc1ccccc1Br | nt | -1% | nt | -16% | nt | ? | ? | nt
O=C(CN1C(=O)NC2(CCCC2)C1=O)Nc1ccc(F)c(F)c1F | 8% | ? | 7% | -8% | 0% | -9% | 2% | 23%
COC(=O)CCC(=O)OC1(C)C(=O)C2=CN(CCc3c[nH]c4ccccc34)C(c3ccc(OC)cc3)=CC2=C(Br)C1=O (stereo unspecified) | 2%[11.4 µM] | -3%[9.22 µM] | nt | -3%[11.5 µM] | -3%[13.5 µM] | -6%[11.6 µM] | 3%[11.6 µM] | -13%[10 µM]
CC(=O)OC(C(=O)NCc1ccc2c(c1)OCO2)c1ccccc1Cl (stereo unspecified) | 1% | -1% | -15% | 5% | -2% | -2% | -5% | -18%[10 µM]
CCCSC1=C(C#N)C(c2cc(OC)ccc2OC)CC(=O)N1 (stereo unspecified) | -2% | 10% | -17% | -4% | -3% | -6% | 2% | 40%[10 µM]
COc1ccc(C)cc1NC(=O)C1CC(=O)N(CCc2ccccc2)C1 (stereo unspecified) | 8% | -2% | 6% | -6% | -4% | -12% | -4% | 6%[10 µM]
NS(=O)(=O)c1ccc(CCNC(=O)c2ccccc2F)cc1 | 6% | -6% | 2% | -4% | 16% | 1% | 8% | -20%[10 µM]
O=[N+]([O-])c1cccc(-c2nnc3ccccn23)c1 | -5% | nt | 17%[9.22 µM] | -2% | nt | -8% | 0% | 1%[10 µM]
O=C(CCC1CC(=O)Nc2ccccc21)NCc1ccc(F)cc1 (stereo unspecified) | 8% | -6% | 16% | -2% | 3% | -8% | -1% | 2%
COc1cc(/C=N/NC(=O)c2ccc(-n3cccc3)cc2)ccc1O | ? | 29% | 20% | 9% | ? | ? | 13% | 13%[10 µM]
COC(=O)C1(C(C[N+](=O)[O-])c2ccc(C)cc2)C(=O)NCC1c1ccco1 (stereo unspecified) | 1% | nt | -7%[9.22 µM] | -9% | nt | -13% | 1% | -1%[10 µM]
CCC/C(O)=C1\C(=O)CC(C)(C)CC1=NCCO | -4% | 5% | 10% | 0% | 7% | 6% | 3% | -6%
CN(C)c1ccc(N/C=C/C(=O)c2ccccc2)cc1 | ? | 3.2µM* | 25% | 1.8µM* | ? | ? | -18% | 21%[10 µM]

One compound at a time (already shown). Screens in order: JMJD2E inh, SMN2 splice up, HttQ103 aggreg, Tau ThT inhib, ALDH1A1 inh, Tau fluor cs, Tau fibril FP, HTT cytoprotect
CN(C)c1ccc(N/C=C/C(=O)c2ccccc2)cc1 as listed: ?, 3.2µM*, 25%, 1.8µM*, ?, ?, -18%, 21%[10 µM]
CCc1ccc(NC(=O)C(Cc2ccccc2)NS(=O)(=O)c2ccc3c(c2)CCN3C(C)=O)cc1 (stereo unspecified) as listed: nt, -17%, nt, -3%, nt, -19%, -1%, nt

Structural class: the compounds so far with an aryl thioether with sulfur outside any ring
SMILES | JMJD2E inh | SMN2 splice up | HttQ103 aggreg | Tau ThT inhib | ALDH1A1 inh | Tau fluor cs | Tau fibril FP | HTT cytoprotect
Nc1ncnc2nc(Sc3ccc(Cl)cc3)[nH]c12 | 2% | -27% | -30% | -3% | 5% | 0% | -7% | -27%
COc1cc(NC(=O)c2cccnc2SC)cc(OC)c1OC | 2% | 12% | 27% | -7% | -4% | 0% | 5% | 19%[10 µM]

Continued:
SMILES | JMJD2E inh | SMN2 splice up | HttQ103 aggreg | Tau ThT inhib | ALDH1A1 inh | Tau fluor cs | Tau fibril FP | HTT cytoprotect
CCOC(=O)[C@@]12C[C@@H]1/C(=N/O)c1ccccc1O2 | ? | nt | nt | -3% | -2% | -7% | 0% | 8%
O=[N+]([O-])c1ccn(-c2nc(-c3ccccc3)cc(C(F)(F)F)n2)n1 | 0% | -45%[inhibitor] | -7% | -13% | ? | -20% | -4% | 25%
O=C(O)CCCNS(=O)(=O)c1cccs1 | -3% | -4% | 14% | -7% | 1% | -2% | -2% | 16%[10 µM]
COc1ccccc1-c1nnn(CC#N)n1 | -4% | -9% | 11% | 6% | 13% | 9% | -1% | 3%[10 µM]
COC(=O)COc1cccc2c(=O)n(CC(=O)Nc3ccc4c(c3)OCCO4)ccc12 | ? | nt | -7%[9.22 µM] | 5% | ? | 5% | -9% | 13%[10 µM]
O=C(O)CCC(=O)Nc1ccc(S(=O)(=O)Nc2nccs2)cc1 | 9% | -31%[inhibitor] | 3% | -6%&-1% | -10% | -2%&-4% | 3%&1% | ?
CC(C)(C)C(=O)/C=c1\[nH]c(=O)/c(=C\c2ccccc2F)s1 | 1% | -8% | -24% | -2% | 13% | -5% | ? | -30%
CCOC(=O)Nc1ccc(NC(=O)OCC)cc1 | 5% | 8% | 13% | -3% | 6% | -1% | -2% | -10%
COCCCNC(=O)CCn1c(=O)c2ccccc2n(CC(=O)Nc2cc(Cl)ccc2C)c1=O | 0% | 23% | 5% | 0% | -5% | -4% | -8% | 6%
O=C(Cn1ncc2c3ccccc3n(Cc3ccc(F)cc3)c2c1=O)NCCCN1CCCCC1 | nt | 4% | nt | 4% | nt | -3% | -5% | nt
Cn1c(NC(=O)Cc2cccc3ccccc23)cc(=O)n(C)c1=O | 4% | -50% | 6% | -4% | 14µM* | -17% | -12% | -39%[inhibitor]
O=C(NCCc1nnc2ccc(NCC3CCCO3)nn12)c1ccccc1 (stereo unspecified) | -11% | -4% | 2% | 1% | 13% | 3% | 12% | -21%
COC(=O)C(Cc1cnc(Cl)s1)(C(=O)OC)c1ccc(C(F)(F)F)cc1[N+](=O)[O-] | 5% | 5% | -10% | -11% | 10% | -29% | 9% | 37%
CCc1cccc2c(C(=O)CSc3nnc(-c4ccncc4)n3C)c[nH]c12 | 0% | -5% | -6% | -2% | ? | -6% | -7% | nt
O=[N+]([O-])c1cccc(-c2nc(-c3ccccn3)no2)c1 | -1% | nt | -2%[9.22 µM] | ? | nt | -12% | -6% | -36%[10 µM]
O=C(C(Cc1ccccc1)N1C(=O)c2ccccc2C1=O)N1CCc2ccccc21 (stereo unspecified) | 1% | -19% | ? | 1% | -1% | -18% | -9% | 30%[10 µM]
COc1c(O)cc2oc(-c3ccc(O)c(O)c3)cc(=O)c2c1O | 10µM* | nt | 32%[9.22 µM] | ? | nt | -24% | 1% | -3%[10 µM]
CCCc1cc(=O)n2c(C(=O)Nc3ccc(OCC)cc3)c(C(=O)Nc3ccc(C)cc3)sc2n1 | nt | 13% | nt | -2% | nt | -13% | -10% | nt
